# Assay outcomes from PubChem BioAssay.
# GCN5L2 inh: GCN5L2 (KAT2A) acetyltransferase inhibition; GCN5L2 HAT assay, ThioGlo1 CoA-SH fluorescence; Potency, µM (series often up to 58.9 µM), for the others: at the highest dose activity change, negative = inhibition, hits mostly inhibitors; hit rate 0.21% among 390,000; AID 504327
#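 ThioGlo1-coupled HAT assay: 20nM GCN5L2, 70uM acetyl-CoA, 75uM H3(1-25) peptide, pH 7.5. Fluorescence read at 340/540nm at start and after 20 min at room temperature.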
# FEN1 inh: inhibitors of human flap endonuclease 1; Recombinant FEN1 flap cleavage, fluorescence, 15 min; Potency, µM (titrated, usually from 114 µM), without a hit: at the highest dose activity change, negative = inhibition, actives largely listed as inhibitors; hit rate 0.35% among 390,000; further: nearly all actives have a fitted effect of over 65% in size
# Target sequence (P39748 whole entry, looked up): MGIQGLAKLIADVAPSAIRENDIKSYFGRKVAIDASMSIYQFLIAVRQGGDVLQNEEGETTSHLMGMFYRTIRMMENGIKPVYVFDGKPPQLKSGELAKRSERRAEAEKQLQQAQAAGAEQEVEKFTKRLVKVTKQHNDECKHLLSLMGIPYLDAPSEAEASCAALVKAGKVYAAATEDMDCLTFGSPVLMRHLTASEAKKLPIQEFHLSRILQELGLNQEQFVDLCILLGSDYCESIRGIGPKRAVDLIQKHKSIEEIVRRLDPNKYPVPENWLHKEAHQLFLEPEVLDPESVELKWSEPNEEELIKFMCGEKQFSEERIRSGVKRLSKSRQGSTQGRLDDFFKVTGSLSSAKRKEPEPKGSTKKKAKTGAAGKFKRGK
#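 Read-out was taken twice, immediately and after 15 min, following addition of 50 nM substrate to 10 nM FEN1 that had sat with test compound for 15 min at room temperature. Curves came from a four-parameter Hill model.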
# N370S GC mod: N370S glucocerebrosidase modulation, Gaucher chaperone candidate; P04062; N370S GC spleen homogenate, 4MU-glucoside fluorescence; Potency, µM (titrated, usually from 59.4 µM), for the others: at the highest dose activity change, negative = inhibition, hits mostly inhibitors; hit rate 0.092% among 330,000; AID 2101;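 further: 0% = full enzyme activity and -100% = no enzyme basal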
# Numbers without * were called inactive; ? = inconclusive; / = not tested or not shown; & = joins results of further samples. The call rests on the fitted dose curve; in most records, active means well fitted curve in the direction sought with a large enough effect; inconclusive means small, poorly fitted or top-dose-only effect, or another doubt; inactive means no such curve, though single readings can be large; an effect the other way counts as inactive or inconclusive. Unless noted, on the % scale 0 is the no-effect control and ±100 the full control effect; potency means the concentration at half of the fitted maximal effect.
GCN5L2 inh,FEN1 inh,N370S GC mod,SMILES
-2.0%,-0.3%,0.9%,Cc1cc(/C=N/n2cnnc2)c(C)n1-c1ccc2c(c1)OCO2
-9.8%,-2.6%,-4.5%,COc1ccc(C(=O)C2CCCN(Cc3sc(N4CCCC4)nc3Cl)C2)c(OC)c1 (stereo not drawn)
-5.5%,1.2%,6.0%,CCn1c(SCC(=O)OC)nnc1-c1ccc(C)cc1
31.6µM*,?,-3.0%,Cc1cc(C)c2c(=O)n(CC(=O)N3CCC(N4CCCCC4)CC3)sc2n1
-1.5%,6.6%,2.9%,COc1ccc2c(c1)C1=NN(/C(C)=C\C(C)=O)C(c3ccccc3)C1CC2 (stereo not drawn)
?,?,-3.8%,O=C(N/N=C/C(Br)=C/c1ccccc1)c1ccc([N+](=O)[O-])cc1
-9.9%,?,/,O=C(NCc1ccccc1)c1ccc(CSc2nc3cccnc3n2Cc2ccccc2F)cc1
-1.7%,-5.2%,/,CCc1sc(C(=O)N2CCc3cc(OC)c(OC)cc3C2CC(=O)O)cc1C (stereo not drawn)
-0.4%,-19.7%,2.0%,Cc1cc(C)c2[nH]c(O)c(N=Nc3ccc(C(=O)O)cc3)c2c1
1.9%,2.3%,1.1%,CCCCNC(=O)C1CC(c2cccc([N+](=O)[O-])c2)=NO1 (stereo not drawn)
2.6%,-19.2%,3.6%,COc1ccc(NC(=O)Cn2nnc(C(=O)NCc3ccccc3OC)c2N)cc1Cl
-23.3%,11.0%,-8.9%,C=CCNC(=S)/C(=C(\[O-])c1ccc(Cl)cc1)[n+]1ccccc1
-5.2%,/,4.1%,CN(C)C(=O)c1ccc(-c2cncnc2N2CCNCC2)cc1
-3.8%,1.0%,3.4%,COCc1cc(C)nc2sc(C(=O)N3CCCC3)c(N)c12
-8.1%,1.6%,5.9%,Cc1ccc(-c2sc(-c3cccnc3)nc2CC(=O)O)cc1
-3.2%,-12.7%,-8.8%,Cc1ccc(NC(=O)CC2SC3=NCCN3C2=O)cc1 (stereo not drawn)
-1.7%,-3.6%,6.9%,CCCn1c(N)c(C(=O)COC(=O)c2c(C)noc2C)c(=O)n(C)c1=O
-10.1%,3.5%,4.2%,O=C(CC(c1ccccc1)c1ccccc1)Nc1nn[nH]n1
3.8%,0.5%,?,CC(C)(C)c1ccccc1OCCOCCNCc1ccccc1
-2.5%,1.0%,-10.4%,CCN(CC)C(CNS(=O)(=O)c1ccc(Cl)cc1)c1ccccc1 (stereo not drawn)
/,5.9%,-9.9%,COc1ccc(N(C)C(=O)CCS(=O)(=O)c2cccc3nonc23)cc1
-7.8%,14.7%,-10.4%,O=C(NCCCN1CCOCC1)c1ccc2c(=O)n(Cc3ccc(Cl)cc3)c(=S)[nH]c2c1
-0.6%,-0.6%,5.0%,O=C(NCCCN1CCOCC1)c1cc2c(s1)CCCC2
-10.0%,3.4%,/,COc1ccc(C(=O)c2c(N)c(C(=O)Nc3cccc(OC)c3)c3ccccn23)cc1
0.1%,-2.3%,-7.6%,CCOc1cccc(/C(O)=C2/C(=O)C(=O)N(CCN3CCOCC3)C2c2cccnc2)c1 (stereo not drawn)
-2.8%,9.9%,-9.0%,Cc1ccc(N2CC(NS(=O)(=O)c3cccs3)CC2=O)cc1C (stereo not drawn)
-6.4%,-14.4%,7.5%,COc1ccc(CCCc2nnc(SCC(=O)Nc3cc(C)c(C)cc3Br)o2)cc1
-13.5%,0.6%,11.5%,COc1ccc(/C=N/NS(=O)(=O)c2ccccc2)cc1OS(=O)(=O)c1ccc(C)cc1
-7.0%,-0.4%,10.5%,CCCCNC(=O)N(O)C1N(CCCC)C(=O)N(CC(=O)OC)C1(C)C (stereo not drawn)
-1.6%,-4.1%,-22.9%,CCCn1c(N)c(Sc2ccccc2)c(=O)n(CCC)c1=O
-5.8%,-6.7%,/,CN(C(=O)CSc1ccc(S(=O)(=O)N2CCCCC2)cn1)c1ccccc1
-12.9%,-12.3%,-11.9%,CCOC(=O)N/N=C\c1ccc(-c2cccc(C(F)(F)F)c2)o1
-6.2%,-2.3%,1.3%,CC(=O)NC1(C(F)(F)F)C(=O)Nc2c1c(=O)n(C)c(=O)n2C (stereo not drawn)
-2.6%,-3.5%,-6.7%,CCN(CC)S(=O)(=O)c1ccc(C)c(NC(=O)CSc2nc3ccccc3[nH]2)c1
-4.0%,-0.6%,-15.4%,Cc1ccc(NC(=S)N(CCCN(C)C)Cc2cc3cc4c(cc3[nH]c2=O)OCO4)c(C)c1
-14.7%,0.5%,1.2%,CCOc1cc(S(=O)(=O)NCCCN2CCOCC2)ccc1F
-2.1%,-8.7%,3.1%,CN(CC(=O)Nc1cccc(F)c1)C(=O)c1ccc(-c2cccc(C(F)(F)F)c2)o1
-11.6%,-5.7%,-0.6%,CCOC(=O)c1c(S(=O)(=O)NCC(=O)N2CCN(c3cccc(OC)c3)CC2)c(C)n(C)c1C
-12.3%,-0.2%,0.1%,Cc1ccc(-n2ncc3c(SCc4ccccc4)ncnc32)cc1
-0.7%,-5.1%,-9.6%,COc1ccc(CC2(CO)CCN(Cc3cnn(-c4ccc(F)cc4)c3)CC2)cc1
-6.6%,22.5%,-5.7%,CC1CCCC(NC(=O)C2CCN(S(=O)(=O)c3cnc[nH]3)CC2)C1C (stereo not drawn)
-7.9%,10.1%,/,COc1cc(-c2cc3n(C)c(C)c(CCC(=O)NC4CCC(C)CC4)c(=O)n3n2)cc(OC)c1OC (stereo not drawn)
-2.1%,-15.5%,/,CCCNC(=O)c1ccc2c(c1)N=C(C)c1c(C)ccc(C)c1S2
-6.7%,-2.3%,-8.6%,Nc1nc(NCCO)nc(NCc2ccccc2)c1[N+](=O)[O-]
2.3%,4.0%,1.0%,COC(=O)c1cccc(S(=O)(=O)N2CCN(c3nc4ccccc4s3)CC2)c1
-18.6%,-4.8%,0.8%,COc1ccccc1CNC(=O)c1ccccc1C(=O)NC(CC(C)C)C(=O)NCc1ccccc1OC (stereo not drawn)
3.6%,2.8%,18.4%,CCO[C@H]1OC(C(=O)N2CCOCC2)=C[C@@H](c2ccc(Br)cc2)[C@@H]1CCCO
0.6%,12.3%,4.7%,Cc1ccc2nc(-c3ccccc3)oc(=O)c2c1
?,0.3%,-16.6%,O=C1C=C(NCCc2ccccc2)C2(CCCCC2)O1
-28.1%,-4.5%,10.9%,Cc1ccccc1N1C(S)=C(C#N)C(=O)NC12CCCCC2

# Filtered by structure, those above with a furan ring, fused or not (two)
GCN5L2 inh,FEN1 inh,N370S GC mod,SMILES
-12.9%,-12.3%,-11.9%,CCOC(=O)N/N=C\c1ccc(-c2cccc(C(F)(F)F)c2)o1
-2.1%,-8.7%,3.1%,CN(CC(=O)Nc1cccc(F)c1)C(=O)c1ccc(-c2cccc(C(F)(F)F)c2)o1

# (cont.)
GCN5L2 inh,FEN1 inh,N370S GC mod,SMILES
-4.3%,20.2%,/,Cc1ccc(OCc2cc(=O)n3c4c(sc3n2)CCCC4)c(C)c1
-5.7%,3.9%,/,Cc1ccccc1NC(=O)c1cccc2c(=O)c3c([nH]c12)CCCC3
-2.3%,-3.9%,5.0%,CC(C)Cn1c(Br)nc2c1c(=O)n(CCC#N)c(=O)n2C
-8.4%,0.5%,5.2%,CCn1nnnc1NCc1ccc(N2CCCC2)cc1
1.8%&-2.8%,3.4%&10.6%,-6.9%,CCOC(=O)CC(NC(=O)Cn1nnc(-c2ccccc2F)n1)c1ccccc1Cl (stereo not drawn)
0.0%,-0.4%,-8.0%,CCOC(=O)C1CCCN(C(=O)N2CCOCC2)C1 (stereo not drawn)
?,1.5%,-0.4%,CC(OC(=O)/C=C/c1cccc(Cl)c1)C(=O)NC1CCCCC1C (stereo not drawn)
-8.0%,-4.4%,/,CCc1sc(Nc2cccc(C)c2)nc1-c1cc2cccc(OC)c2oc1=O
4.2%,-2.9%,-6.1%,CCOC(OCC)P(=O)(C(C)C)C(C)C
-7.2%,-6.5%,/,COC(=O)c1cc2oc3ccccc3c2n1CC(=O)Nc1ccc(F)c(Cl)c1
-1.9%,-0.3%,/,COC(=O)[C@]1(C)N[C@H](CN(C)C(=O)C2CCCCC2)[C@@H]2C(=O)N(C)C(=O)[C@@H]21
9.2%,-2.6%,-6.8%,O=C(CNCCc1ccc(F)cc1)Nc1cc(F)ccc1F
0.3%,14.8%,7.2%,Cc1cccc(N(CC(=O)N2CCN(c3ccccc3F)CC2)S(C)(=O)=O)c1
-4.9%,3.1%,2.7%,COc1ccc(COC(=O)CCN=C2NS(=O)(=O)c3ccccc32)cc1F
-11.9%,-16.3%,9.6%,COCCNC(=S)N1CCC(Cc2ccccc2)CC1
-2.6%,0.0%,18.2%,Cc1ccccc1OCc1nnc(SCC(=O)Nc2ccc3nc(SCC(=O)Nc4ccccc4)sc3c2)n1C
-0.4%,-2.4%,/,COCCCNC(=O)c1ccc(CSc2nc3cccnc3n2Cc2ccc(OC)cc2)cc1
-1.2%,-2.3%,-10.2%,CSc1nsc(SCC(=O)Nc2ccc(F)cc2)n1
0.7%,-17.8%,/,CCN(CC)CCNC(=O)c1cc2c(=O)oc3ccc(C)cc3c2s1
-2.1%,0.0%,0.3%,COc1ccc(OC)c(NC(=O)c2ccc(S(=O)(=O)N3CCN(C)CC3)cc2)c1
1.3%,-1.8%,-13.2%,CC(C)C(NC(=O)C1CCCCC1)C(=O)NC1CCCC(C)C1C (stereo not drawn)
-10.6%,16.1%,-28.1%,CCc1nn(CC(=O)NCCCN2CCOCC2)c(=O)c2cc3cc(F)ccc3n12
-4.6%,19.6%,/,Cc1ccc(CNC(=O)CS(=O)(=O)c2cccc3nsnc23)cc1
-9.6%,-6.0%,/,CC(NC(=O)CNC(=O)c1ccc2c(c1)OCO2)c1ccc(S(N)(=O)=O)cc1 (stereo not drawn)
-6.4%,-23.8%,/,Cc1c(S(=O)(=O)c2cccc(Cl)c2)nnn1-c1cccc(C(F)(F)F)c1
-4.0%,0.6%,5.4%,O=C(c1ccco1)N1CCN(c2ncnc3c2nnn3Cc2ccccc2Cl)CC1

# Entries from the list above with a Cl atom:
GCN5L2 inh,FEN1 inh,N370S GC mod,SMILES
-9.8%,-2.6%,-4.5%,COc1ccc(C(=O)C2CCCN(Cc3sc(N4CCCC4)nc3Cl)C2)c(OC)c1 (stereo not drawn)
2.6%,-19.2%,3.6%,COc1ccc(NC(=O)Cn2nnc(C(=O)NCc3ccccc3OC)c2N)cc1Cl
-23.3%,11.0%,-8.9%,C=CCNC(=S)/C(=C(\[O-])c1ccc(Cl)cc1)[n+]1ccccc1
-2.5%,1.0%,-10.4%,CCN(CC)C(CNS(=O)(=O)c1ccc(Cl)cc1)c1ccccc1 (stereo not drawn)
-7.8%,14.7%,-10.4%,O=C(NCCCN1CCOCC1)c1ccc2c(=O)n(Cc3ccc(Cl)cc3)c(=S)[nH]c2c1
1.8%&-2.8%,3.4%&10.6%,-6.9%,CCOC(=O)CC(NC(=O)Cn1nnc(-c2ccccc2F)n1)c1ccccc1Cl (stereo not drawn)
?,1.5%,-0.4%,CC(OC(=O)/C=C/c1cccc(Cl)c1)C(=O)NC1CCCCC1C (stereo not drawn)
-7.2%,-6.5%,/,COC(=O)c1cc2oc3ccccc3c2n1CC(=O)Nc1ccc(F)c(Cl)c1
-6.4%,-23.8%,/,Cc1c(S(=O)(=O)c2cccc(Cl)c2)nnn1-c1cccc(C(F)(F)F)c1
-4.0%,0.6%,5.4%,O=C(c1ccco1)N1CCN(c2ncnc3c2nnn3Cc2ccccc2Cl)CC1
